Bcl-xL primary = inhibitors of human Bcl-xL. Q07817. GST-Bcl-xL / FITC-Bim BH3 peptide fluorescence polarization. inhibition, % at 10.9 µM. hit rate 0.7% among 320,000;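 active = inhibition above the mean of all tested compounds plus 3 SD, cutoff set per campaign, cut at about 30% in these data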;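 note: 0% = DMSO wells and 100% = unlabeled Bim-BH3 peptide competitor; inhibitors lower millipolarization by displacing the labeled peptide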
Fam108B inh = Fam108B inhibition, counter-screen for RBBP9 inhibitors; inhibition, % at 9.51 µM; hit rate 0.33% among 300,000; recombinant Fam108B, FP-Rh probe fluorescence polarization; AID 1947;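 active = inhibition above the screen mean inhibition plus 3 SD, computed separately per campaign, cut at about 18% in these data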;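 note: inhibitors lower polarization as less probe binds the enzyme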
AHR activator = human AHR activation; P35869; AHR-responsive luciferase reporter cells, luminescence; activation, % at 5 µM; hit rate 2.5% among 320,000; AID 2796; in the data active = activation above about 47%;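 note: 0% = vehicle wells and 100% = reference agonist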
GLD-1 TGE inh = GLD-1-TGE RNA interaction inhibition (C. elegans). hit rate 0.44% among 320,000. purified GLD-1 + fluorescein TGE RNA, fluorescence polarization. Q17339. inhibition, % at 5.96 µM;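 active = percent inhibition above a per-plate cutoff, the plate mean of test compounds plus 3 SD, cut at about 30% in these data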;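 note: 0% = DMSO wells with GLD-1 and probe and 100% = wells lacking GLD-1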
MCL1 BIM primary = MCL1-BIM-BH3 interaction inhibition (human) | GST-MCL1 / FITC-Bim-BH3 fluorescence polarization | inhibition, % at 10.9 µM | hit rate 0.68% among 320,000;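 active = inhibition above the mean inhibition of all tested compounds plus 3 SD, set per campaign, cut at about 40% in these data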;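 note: 0% = DMSO wells and 100% = unlabeled Bim-BH3 peptide control; higher means more loss of mP so more displacement of Bim peptide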
Target sequence (Q07820 whole entry, looked up): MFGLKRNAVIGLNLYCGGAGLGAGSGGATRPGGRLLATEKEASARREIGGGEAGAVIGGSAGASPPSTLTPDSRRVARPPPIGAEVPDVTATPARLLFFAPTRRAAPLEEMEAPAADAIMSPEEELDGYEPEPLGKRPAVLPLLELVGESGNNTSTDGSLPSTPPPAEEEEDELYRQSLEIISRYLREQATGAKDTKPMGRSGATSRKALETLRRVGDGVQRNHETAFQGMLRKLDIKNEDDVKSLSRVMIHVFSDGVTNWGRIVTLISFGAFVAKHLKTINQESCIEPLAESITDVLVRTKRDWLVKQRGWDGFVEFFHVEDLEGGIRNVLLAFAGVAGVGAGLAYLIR
pPAFAH FP inh = inhibitors of human plasma PAF acetylhydrolase (pPAFAH); hit rate 1.5% among 330,000; recombinant pPAFAH, FP-rhodamine probe fluorescence polarization; Q13093; inhibition, % at 3.39 µM;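 active = inhibition above the mean inhibition across the screen plus 3 SD, cut at about 25% in these data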;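 note: inhibitors block binding of the rhodamine activity-based probe so polarization drops; 0% = enzyme with DMSO and 100% = wells lacking pPAFAH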
PAFAH1B2 inh = PAFAH1B2 (human) inhibition; hit rate 1.2% among 340,000; inhibition, % at 3.39 µM; AID 492953; recombinant PAFAH1B2, FP-rhodamine activity probe, fluorescence polarization; P68402;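 active = inhibition above the mean of all tested compounds plus 3 SD, cut at about 24% in these data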;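 note: 0% = enzyme with DMSO and 100% = wells lacking PAFAH1B2; many of its hits are not listed in these tables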
Target sequence (P68402 whole entry, looked up): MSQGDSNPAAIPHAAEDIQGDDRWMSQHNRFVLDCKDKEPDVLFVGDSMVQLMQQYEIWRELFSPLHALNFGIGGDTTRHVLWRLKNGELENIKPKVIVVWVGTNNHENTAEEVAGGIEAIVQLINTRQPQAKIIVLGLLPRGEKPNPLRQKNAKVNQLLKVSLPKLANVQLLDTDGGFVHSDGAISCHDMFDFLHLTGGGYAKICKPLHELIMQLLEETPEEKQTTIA
PME-1 primary = blocks human protein phosphatase methylesterase 1 | AID 2130 | recombinant PME-1, FP-Rh probe fluorescence polarization | hit rate 0.53% among 320,000 | inhibition, % at 5.9 µM | Q9Y570;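 active = inhibition above the campaign mean of all compounds plus 3 SD, cut at about 26% in these data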;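 note: competitive labeling of PME-1 active site by serine hydrolase directed probe; 0% = PME-1 with DMSO and 100% = wells lacking PME-1 enzyme; inhibitors block probe labeling so polarization falls and inhibition rises; many of its hits are not listed in these tables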
MEX-5 binding = C. elegans MEX-5 TCR-2 RNA binding activity; MEX-5/FITC-TCR2 RNA binding, fluorescence polarization; stronger effect = lower value; activity score (negative = inhibition of binding), % at 10 µM; hit rate 0.38% among 300,000; AID 1832;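 active = inhibition past about -25% in most replicates, and total fluorescence under double the plate's negative control median, limit read from the data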;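 note: 0% = DMSO and -100% = 5 µM competing unlabeled TCR2 RNA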
Target sequence (Q9XUB2 whole entry, looked up): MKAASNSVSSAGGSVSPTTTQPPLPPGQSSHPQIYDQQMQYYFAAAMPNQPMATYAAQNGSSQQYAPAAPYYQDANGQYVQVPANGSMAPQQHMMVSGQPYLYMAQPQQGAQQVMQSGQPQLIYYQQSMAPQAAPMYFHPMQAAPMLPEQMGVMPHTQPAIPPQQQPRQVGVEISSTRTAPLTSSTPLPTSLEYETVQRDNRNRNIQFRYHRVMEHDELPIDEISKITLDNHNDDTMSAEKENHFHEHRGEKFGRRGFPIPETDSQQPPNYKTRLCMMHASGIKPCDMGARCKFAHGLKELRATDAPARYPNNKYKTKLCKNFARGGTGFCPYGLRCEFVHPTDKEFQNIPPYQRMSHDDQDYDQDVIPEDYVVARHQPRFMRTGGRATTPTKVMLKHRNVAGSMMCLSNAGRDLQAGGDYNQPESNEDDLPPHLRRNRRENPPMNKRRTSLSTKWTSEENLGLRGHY
* hit, by the source's call; / = not tested or not shown.

SMILES | Bcl-xL primary | Fam108B inh | AHR activator | GLD-1 TGE inh | MCL1 BIM primary | pPAFAH FP inh | PAFAH1B2 inh | PME-1 primary | MEX-5 binding
COc1ccc(NCc2nnc(SCC(=O)NNC(=O)c3ccc(C)cc3)n2C)cc1 | 1 | 3 | 0 | 0 | -5 | 3 | -4 | 2 | 1.2
O=C(Cc1cccc2ccccc12)NN1C(=O)CSC1=S | -5 | -4 | -1 | 2 | 14 | 9 | 16 | -1 | -16
Cn1nc(CC(=O)Nc2ccc(N3CCN(C(=O)OC(C)(C)C)CC3)cc2)c2ccccc2c1=O | 4 | 0 | -6 | 2 | 1 | 2 | 0 | -2 | -1.4
Cc1noc(C)c1C(=O)N1CCN(CCc2ccccc2)CC1 | 3 | -2 | -3 | -5 | 2 | 9 | 2 | -4 | 0.1
Cc1cccc(CN2CCC(C(=O)Nc3ccc(-n4nc(C)cc4C)cc3)CC2)n1 | 4 | -3 | 0 | -1 | 7 | 1 | 1 | -2 | 1.5
Cc1nc2c3c(sc2c(=O)[nH]1)NC(=O)CC3c1ccccc1Cl (stereo unspecified) | 4 | 4 | 0 | -1 | 2 | -2 | -3 | 4 | /
N#CCSc1nccc(/C=C/c2ccccc2)n1 | 5 | -3 | 4 | -4 | -3 | 1 | -1 | 1 | -0.7
N#Cc1c(N)sc(=S)c2c1CCCCC2 | 87* | 10 | 3 | 56* | 113* | 29* | 17 | -2 | -26*
CC(C)(C)C(=O)Nc1sc2c(c1C#N)CCN(Cc1ccccc1)C2 | 0 | -3 | 0 | -6 | -12 | 2 | 0 | 0 | 1.0
CCOc1cc(C(=O)Nc2ccccc2N2CCOCC2)ccc1OCC(=O)N1CCCCC1 | 2 | 5 | 0 | 2 | 8 | 5 | 9 | -11 | 1.0
COc1ccc(S(=O)(=O)N2CCN=C2SCc2cccnc2)cc1 | 2 | 3 | 1 | 0 | 5 | 1 | 1 | 6 | -1.8
COc1ccc(CCNC(=O)COc2ccc(S(=O)(=O)N3CCCC3)cc2)cc1 | 1 | 6 | 0 | -3 | -7 | 6 | 5 | 4 | 0.9
CCC(C)(C(=O)NC1CCCC1)N(Cc1cccs1)C(=O)c1ccc2c(c1)OCO2 (stereo unspecified) | 3 | -1 | 0 | 0 | 6 | 0 | 3 | 2 | -0.6
CN(C)C(=O)Cn1cnc2c(cnn2-c2ccccc2Cl)c1=O | 1 | -2 | 0 | 6 | 5 | 1 | -1 | -1 | -0.9
O=C(CSc1nccn1-c1cccc(Cl)c1)Nc1ccc2c(c1)OCCO2 | 1 | -4 | 21 | -6 | -6 | -5 | 3 | -4 | 1.2
CC(=O)NCCOc1nc(N(C)C)nc(N2CCCCC2)n1 | 0 | 5 | 0 | -4 | 7 | 4 | 6 | -3 | -4.0
CCN(CC)S(=O)(=O)c1ccc(S(=O)(=O)N(CC(=O)Nc2ccccc2)CC2CCCO2)cc1 (stereo unspecified) | 3 | 1 | 1 | 5 | 0 | 7 | -1 | 1 | 2.3
O=C1CC(c2ccccc2)CC(O)=C1C=NCCN1CCN(C(=O)Nc2ccccc2)CC1 (stereo unspecified) | 3 | -7 | 1 | 5 | 13 | -1 | 4 | -10 | 0.6
COC(=O)Nc1ncc(CN2CCC(c3ccccc3)CC2)s1 | 10 | 4 | 1 | 2 | 7 | -1 | 10 | -12 | 0.5
COc1ccc(C)cc1NC(=O)NCc1ccc(F)cc1 | 1 | -1 | 12 | 0 | -4 | 2 | 0 | 1 | -2.2

Compounds listed so far containing a tert-butyl group:
SMILES | Bcl-xL primary | Fam108B inh | AHR activator | GLD-1 TGE inh | MCL1 BIM primary | pPAFAH FP inh | PAFAH1B2 inh | PME-1 primary | MEX-5 binding
Cn1nc(CC(=O)Nc2ccc(N3CCN(C(=O)OC(C)(C)C)CC3)cc2)c2ccccc2c1=O | 4 | 0 | -6 | 2 | 1 | 2 | 0 | -2 | -1.4
CC(C)(C)C(=O)Nc1sc2c(c1C#N)CCN(Cc1ccccc1)C2 | 0 | -3 | 0 | -6 | -12 | 2 | 0 | 0 | 1.0

Next section:
SMILES | Bcl-xL primary | Fam108B inh | AHR activator | GLD-1 TGE inh | MCL1 BIM primary | pPAFAH FP inh | PAFAH1B2 inh | PME-1 primary | MEX-5 binding
O=C(Nc1ccccc1F)NC1CCN(Cc2nnnn2Cc2ccc(F)cc2)CC1 | 5 | -2 | 2 | 11 | 7 | 2 | 1 | -1 | 0.5
COc1cc(CCC(=O)NCc2ccc(S(N)(=O)=O)cc2)cc(OC)c1OC | 4 | 3 | 2 | -4 | 0 | 2 | 3 | 1 | -1.7
O=C(NCCc1ccccc1)C1CCN(C(=O)c2sccc2-n2cccc2)CC1 | 0 | 1 | 2 | 3 | 5 | 2 | 8 | 4 | 0.3
COc1ccc(OC)c(S(=O)(=O)N(C)CC(=O)Nc2ccc3c(c2)OCCO3)c1 | 5 | 0 | -1 | 1 | 5 | -1 | -2 | 0 | -4.7
NC(=O)C1CCN(C(=O)C2CCC(=O)N(C3CCCCCC3)C2)CC1 (stereo unspecified) | 3 | -3 | -1 | 5 | -7 | 5 | 4 | -1 | -2.4
C/C(=N\NC(=O)c1sccc1C)c1ccncc1 | 2 | -2 | 21 | 4 | 7 | 1 | -5 | 3 | 0.6
COc1ccccc1CCC(=O)OCC(=O)N1CCN(S(=O)(=O)c2ccc(C)cc2C)CC1 | 6 | 2 | -1 | 3 | 0 | 16 | 5 | 1 | -2.0
CCOc1ccccc1NC(=O)c1nc(S(=O)(=O)Cc2ccccc2)ncc1Cl | 3 | -8 | 44 | 5 | 19 | 3 | 1 | -8 | 0.6
Cc1nn(Cc2c(Cl)cccc2Cl)c(C)c1NC(=O)c1cc(C(C)C)on1 | -6 | -9 | 11 | -9 | -15 | -9 | 2 | -7 | -0.3
Cc1ccsc1/C=N\NC(=O)c1ccc2c(c1)OCO2 | 6 | 2 | 22 | 14 | 4 | 1 | 1 | -2 | -2.2
COC(=O)c1cccc(NC(=O)c2cccc(OC)c2)c1 | 6 | -3 | 0 | 2 | 3 | -1 | 4 | 5 | /
COCCNc1nnc(SCC(=O)NC(=O)c2ccccc2)s1 | 5 | 3 | -1 | 1 | -1 | 3 | -2 | 0 | 0.7
CCOC(=O)c1cc2[nH]c3ccccc3c2[n+](-c2ccc([N+](=O)[O-])cc2)c1C | 3 | 1 | 0 | 0 | 12 | -3 | 14 | -6 | 0.2
O=C1C=C(c2ccc(O)cc2)C[C@@H](c2ccc3c(c2)OCO3)C1 | -2 | / | 17 | 7 | -1 | 5 | 0 | 8 | /
Nc1ccc(C(=O)OCC(=O)NC2CC2)cc1[N+](=O)[O-] | -1 | -2 | 2 | -1 | 0 | 0 | 6 | 1 | 0.0
CC(C)c1ccccc1NC(=S)NCCCn1ccnc1 | 4 | -4 | 27 | 2 | 1 | -5 | 10 | -11 | 1.6
C/C(=N\NC(=O)c1cc(C2CC2)nc2ccccc12)c1ccc(C)s1 | 2 | -6 | 51* | 3 | 2 | 2 | -3 | 3 | 0.4
O=C(COC(=O)Cn1cnc2ccccc2c1=O)NCC12CC3CC(CC(C3)C1)C2 | -3 | 0 | -1 | 7 | -9 | 5 | 12 | -3 | 2.8
CCOC(=O)c1sc2nc(C)n(N)c(=O)c2c1C | 8 | 1 | -1 | 2 | 11 | 3 | 5 | -1 | -0.4
CC(=O)N(C)c1nnc(-c2cnccn2)s1 | 4 | 0 | 0 | 6 | 6 | -1 | 3 | -3 | -1.0
Cc1cccc(-c2nnc(SCCC(=O)N3CCOCC3)o2)c1 | -1 | 0 | -13 | 2 | -5 | 2 | 6 | -3 | 0.9
CSc1nc2ccccc2n1CC(=O)N1CCCCC1 | 2 | 2 | -1 | 0 | 4 | 3 | 7 | 7 | 1.6
Cc1cccc(NC(=O)CSc2nnc([C@@H]3CCCN3C(=O)OC(C)(C)C)o2)c1C | 2 | -3 | 0 | 6 | 2 | 1 | 2 | 0 | 3.5
CCOC(=O)c1c(NC(=O)Cn2ccsc2=N)sc(C)c1C | -12 | -6 | 7 | 3 | -17 | 0 | 5 | -1 | 0.5
CCOC(=O)N1CCN(C(=O)c2ccc(CN(c3ccc(C)c(C)c3)S(C)(=O)=O)cc2)CC1 | 6 | 12 | 1 | 2 | 6 | 0 | 3 | 1 | -0.4
COc1ccc(CN2CCCC(C(=O)N3CCCCC3)C2)c(OC)c1 (stereo unspecified) | 4 | 2 | 1 | -1 | 2 | -1 | 6 | 5 | 1.0
Cc1ccccc1-c1nnc(SCC(=O)N(C)C2CCS(=O)(=O)C2)n1C (stereo unspecified) | / | / | 0 | 2 | / | 3 | 1 | / | /
COc1ccc(CC(=O)Nc2ccc(S(=O)(=O)Nc3ncccn3)cc2)cc1 | -2 | 3 | 0 | -9 | -14 | 2 | -5 | 2 | -0.9
C[C@H](CO)N1C[C@H](C)[C@@H](CN(C)C(=O)Nc2ccc(C(F)(F)F)cc2)Oc2ccc(NC(=O)C3CC3)cc2C1=O | / | / | 1 | -1 | / | 1 | -1 | / | /
O=C(c1ccc([N+](=O)[O-])s1)N1CCCc2ccccc21 | 2 | 8 | -2 | -7 | -1 | 6 | 4 | 5 | 1.0
O=C1CCN(C(=O)c2cccs2)c2ccccc21 | 6 | -4 | 7 | 3 | 0 | 4 | 4 | 3 | 0.8
COC(=O)c1ccc(NC(=O)CSc2ccc(-c3ccccn3)nn2)cc1 | 1 | -5 | 6 | 2 | 7 | -1 | 3 | 3 | 2.2
O=C1C=C(c2ccc3c(c2)OCO3)CCC1 | -3 | 0 | 13 | 10 | -11 | 8 | 5 | 1 | -1.3
O=C(OCCN1C(=O)c2ccccc2C1=O)c1cnccn1 | 4 | -1 | -3 | 2 | 0 | -1 | 1 | 1 | 1.2
Cc1ccccc1NC(=O)CCS(=O)(=O)c1cccc2nonc12 | 7 | 8 | 1 | -5 | 9 | -1 | 4 | 1 | 4.2
CCn1nnnc1SCC(=O)Nc1ccc2c(c1)OCCO2 | 2 | -1 | 8 | -3 | 5 | 1 | 5 | -2 | 1.3
Cc1cc(C)cc(NC(=S)N2CCN(c3ncccn3)CC2)c1 | 4 | -1 | 1 | -3 | 11 | -2 | 0 | -1 | -1.1
O=C(CN1CCCc2ccccc21)Nc1ccc(F)cc1[N+](=O)[O-] | 1 | 2 | 7 | -9 | 1 | 4 | -1 | 4 | 2.4
O=C(Nc1nc2ccccc2[nH]1)C1CCN(C(=O)c2ccc(F)cc2)CC1 | -1 | 7 | 12 | 10 | -5 | -1 | 1 | -4 | 1.1
CCn1nc(C)c(CN2CCC(C(=O)Nc3cccc(-c4cccc(F)c4)c3)CC2)c1C | 9 | -1 | 8 | -2 | 7 | 1 | 7 | -9 | -0.1
CC(C)(O)C#Cc1ccc(CN2CCN(C3CCCCC3)C(CCO)C2)cc1 (stereo unspecified) | 6 | 4 | 1 | -3 | 18 | 2 | 4 | -8 | 0.1
COc1ccccc1CCNS(=O)(=O)c1c(C)n(C)c(=O)n(C)c1=O | 6 | 2 | 3 | 5 | 6 | -1 | 6 | 5 | -1.4
CC1=NN(C(C#N)c2ccccc2)C(C)(C)C1 (stereo unspecified) | -4 | -1 | 2 | 4 | 4 | -3 | -1 | 1 | -5.5
Cn1c(Cc2ccccc2)nnc1SCC(=O)Nc1cccc(S(=O)(=O)NC2=NCCCCC2)c1 | -8 | 3 | 0 | -1 | -2 | 5 | 5 | 1 | 0.9
CCN(CC(=O)NCc1cccs1)C(=O)c1cc(S(=O)(=O)N2CCCCC2)ccc1Cl | 3 | 0 | 1 | -2 | 0 | 2 | 8 | 8 | 1.3

Some of the compounds tested (hit frequency here may not be typical).
